Bioassay records from PubChem.
Pemphigus Ab inh: human desmoglein-3 autoantibody binding inhibition | DSG3-coupled beads, scFv-anti-DSG3-GFP binding, flow cytometry; active compounds read low | binding (percent of control), % at 10 µM | 310,000 compounds, 0.48% hits;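 active = binding more than 3 SD below its plate's average and above zero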;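 also: hits lower antibody fragment binding to DSG3; some compounds called inactive have numbers as strong as hits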
Keap1-Nrf2 PPI: Keap1-Nrf2 (human) interaction inhibition; inhibition, % at 9.4 µM; Q14145; 340,000 compounds, 0.15% hits; Keap1 Kelch-Nrf2 peptide fluorescence polarization, 1536-well; AID 504523; in the data active = inhibition above about 12%;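 also: human Keap1 Kelch domain with fluorescein labeled Nrf2 9mer peptide probe; 0% = neutral control wells and 100% = peptide positive control; higher means more block of Keap1 binding to Nrf2 peptide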
C-LANA FP: inhibitors of KSHV LANA C-terminal domain DNA binding. 340,000 compounds, 0.078% hits. inhibition, % at 9 µM. AID 504423. MBP-C-LANA/FAM-LBS DNA binding, fluorescence polarization;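 active = highest replicate inhibition at or above 60% at 9 µM, even if other replicates fall short; inactive = all replicates below 60% inhibition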;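 also: 0% = neutral control wells and 100% = 4 µM acridine orange control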
Wnt act: activators of Wnt/beta-catenin signaling; Wnt/beta-catenin reporter cell assay, activator, plate reader; activation, % at 9.35 µM; 300,000 compounds, 1.2% hits; in the data active = activation above about 30%, passing the limit was not always enough;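 also: 0% = neutral control wells and 100% = positive control wells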
V-ATPase pH: alters yeast V-ATPase proton transport; S. cerevisiae, pHLuorin cytosolic pH fluorescence; response, % at 10 µM; 350,000 compounds, 0.37% hits; in the data active = response mostly above about 7.3%, no sharp cut-off; inactive = mostly below about 5.4%; also: actives read high; inactives centre near 0; some compounds called inactive have numbers as strong as hits; reference of the scale not given here
cardiac RTF act: cardiac RTF calcium sensitization. P19429+P45379. activation, % at 7.2 µM. IANBD-labeled TnC RTF fluorescence at EC20 calcium; 0% EC20 calcium, 100% full calcium. AID 493008. 340,000 compounds, 0.24% hits;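 active = activation above the mean over all tested compounds plus 3 SD, cut at about 30% in these data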;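 also: rise in fluorescence read as greater calcium sensitivity of cardiac thin filaments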
MOR-DOR inv ag: inverse agonist of human OPRM1-OPRD1 heterodimerization; P35372+P41143; cell-based MOR-DOR heterodimer luminescence, inverse agonism; inhibition, % at 9.3 µM; 340,000 compounds, 0.21% hits; in the data active = inhibition above about 22%, passing the limit was not always enough;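 also: 0% = cells with DMSO and 100% = wells without cells with DMSO; values of inactives mirror those of a sister screen read the other way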
Target sequence (P35372 whole entry, looked up): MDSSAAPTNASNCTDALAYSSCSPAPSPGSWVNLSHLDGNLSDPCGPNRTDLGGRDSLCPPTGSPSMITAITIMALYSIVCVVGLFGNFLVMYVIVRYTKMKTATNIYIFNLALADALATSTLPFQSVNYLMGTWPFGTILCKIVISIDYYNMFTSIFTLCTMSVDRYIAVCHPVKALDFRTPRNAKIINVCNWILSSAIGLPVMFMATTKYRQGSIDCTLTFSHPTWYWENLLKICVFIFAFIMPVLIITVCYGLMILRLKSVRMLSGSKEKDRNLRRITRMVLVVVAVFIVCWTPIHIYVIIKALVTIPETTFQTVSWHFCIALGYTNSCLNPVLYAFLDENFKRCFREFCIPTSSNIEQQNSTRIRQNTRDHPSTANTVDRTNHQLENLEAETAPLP
Target sequence (P41143 whole entry, looked up): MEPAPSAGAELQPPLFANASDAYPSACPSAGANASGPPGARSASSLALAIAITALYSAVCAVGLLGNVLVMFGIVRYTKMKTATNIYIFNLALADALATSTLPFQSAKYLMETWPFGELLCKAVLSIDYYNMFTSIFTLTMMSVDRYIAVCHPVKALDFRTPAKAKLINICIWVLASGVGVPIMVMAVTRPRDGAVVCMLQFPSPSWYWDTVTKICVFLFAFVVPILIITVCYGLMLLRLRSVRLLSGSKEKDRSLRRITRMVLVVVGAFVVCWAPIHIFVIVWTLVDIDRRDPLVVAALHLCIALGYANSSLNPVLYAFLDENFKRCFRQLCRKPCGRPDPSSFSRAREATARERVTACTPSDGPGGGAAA
Cardiac RTF inh: cardiac RTF calcium desensitization | 340,000 compounds, 0.12% hits | IANBD-labeled cardiac RTF, Ca2+ fluorescence | P19429+P45379 | inhibition, % at 7.15 µM;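 active = inhibition above the mean inhibition of all tested compounds plus 3 SD, cut at about 17% in these data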;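 also: assay run at fixed EC70 calcium of 1.6 mM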
OPRM1-OPRD1 ag: agonists of human mu-delta opioid receptor heterodimerization. P35372+P41143. cells, OPRM1-OPRD1 heterodimerization, luminescence. activation, % at 9.3 µM. 340,000 compounds, 0.3% hits. AID 504326; in the data active = activation above about 18%;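 also: 0% = vehicle-treated cells and 100% = reference agonist; values of inactives mirror those of a sister screen read the other way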
Arrestin-AP2 inh: human beta-arrestin and AP2 interaction inhibition; AID 504490; FITC-arrestin peptide / GST-AP2 beads, flow cytometry; AP2 beta2 appendage carries R879A mutation; 340,000 compounds, 0.31% hits; inhibition, % at 10 µM;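 active = inhibition above a set limit, near 3 SD of compounds lacking own fluorescence, cut at about 54% in these data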;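 also: plate controls were DMSO wells for no effect and 5 µM unlabelled arrestin peptide for full effect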
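System: GST-AP2 R879A bound to glutathione beads, E. coli-expressed. Also added: 50 nM FITC-arrestin peptide. Schedule: compound with beads 12 min RT, then probe 1 h RT. Signal: bead flow cytometry, FITC channel. Read-out basis: percent response.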
An asterisk follows results filed as active. Rows are unselected. About 3.1% of those tested had a hit in this group.

For Cc1ccc(O)c(C(=O)c2cc(C#N)c(=O)n(CC3CCCO3)c2)c1 (centres undefined) the results were Pemphigus Ab inh 98, Keap1-Nrf2 PPI -4, C-LANA FP -1.6, Wnt act -1, V-ATPase pH 3, cardiac RTF act -1, MOR-DOR inv ag 19, Cardiac RTF inh 0, OPRM1-OPRD1 ag -3.3 and Arrestin-AP2 inh -12.
For COC(=O)c1ccccc1NC(=S)N(Cc1ccc2c(c1)OCO2)Cc1cc2cc(OC)ccc2[nH]c1=O the results were Pemphigus Ab inh 97, Keap1-Nrf2 PPI -3, C-LANA FP -2.2, Wnt act -9, V-ATPase pH 5, cardiac RTF act 9, MOR-DOR inv ag -27, Cardiac RTF inh 1, OPRM1-OPRD1 ag 4.7 and Arrestin-AP2 inh -10.
For CN(C(=O)COC(=O)c1n[nH]c(=O)c2ccccc12)c1ccccc1 the results were Keap1-Nrf2 PPI -2, C-LANA FP -3.5, Wnt act -1, V-ATPase pH 8, cardiac RTF act 7, MOR-DOR inv ag 4, Cardiac RTF inh -7, OPRM1-OPRD1 ag -1.0 and Arrestin-AP2 inh -14.
Screening Cn1c(N)c(C(=O)CSc2nn(-c3ccc(F)cc3)c(=S)s2)c(=O)n(C)c1=O returned Keap1-Nrf2 PPI 2, C-LANA FP 0.7, Wnt act -6, V-ATPase pH 3, cardiac RTF act 0, MOR-DOR inv ag 1, Cardiac RTF inh 6, OPRM1-OPRD1 ag -0.3 and Arrestin-AP2 inh -25.
`COc1ccc(Cl)cc1C(=O)NNC(=O)c1cccnc1` gave Pemphigus Ab inh 101, Keap1-Nrf2 PPI -1, C-LANA FP -3.2, V-ATPase pH 4, cardiac RTF act 1, MOR-DOR inv ag 1, Cardiac RTF inh 2, OPRM1-OPRD1 ag -0.1 and Arrestin-AP2 inh 1.
Screening CC1Cc2ccccc2N1C(=O)CSC1=NCCS1 (centres undefined) returned Pemphigus Ab inh 105, Keap1-Nrf2 PPI -3, C-LANA FP -1.3, Wnt act 0, V-ATPase pH 0, cardiac RTF act 5, MOR-DOR inv ag 7, Cardiac RTF inh -6, OPRM1-OPRD1 ag -1.2 and Arrestin-AP2 inh 6.
CC(=O)c1cccc(NC(=O)C(C)OC(=O)CCCN=C2NS(=O)(=O)c3ccccc32)c1 (centres undefined) was read as Pemphigus Ab inh 104, Keap1-Nrf2 PPI 1, C-LANA FP 0.7, Wnt act -4, V-ATPase pH -1, cardiac RTF act -2, MOR-DOR inv ag 3, Cardiac RTF inh -8, OPRM1-OPRD1 ag -0.5 and Arrestin-AP2 inh -14.
`O=C1CCc2cc(Br)ccc2O1` gave Pemphigus Ab inh 98, Keap1-Nrf2 PPI -1, C-LANA FP 0.3, Wnt act -1, V-ATPase pH -5, cardiac RTF act -1, MOR-DOR inv ag 5, Cardiac RTF inh 1, OPRM1-OPRD1 ag -1.0 and Arrestin-AP2 inh 1.
CC(C)c1onc(C(=O)N2CCCCC2)c1[N+](=O)[O-] was read as Pemphigus Ab inh 100, Keap1-Nrf2 PPI -4, C-LANA FP -1.3, Wnt act 2, V-ATPase pH 1, cardiac RTF act -5, MOR-DOR inv ag 7, Cardiac RTF inh 14, OPRM1-OPRD1 ag -1.1 and Arrestin-AP2 inh 22.
COc1ccc(NC(=O)CN(C)C(=O)C(C)Oc2ccc(Br)cc2)cc1 (centres undefined) was read as Pemphigus Ab inh 101, Keap1-Nrf2 PPI -2, C-LANA FP -0.4, Wnt act -1, V-ATPase pH 4, cardiac RTF act 1, MOR-DOR inv ag 3, Cardiac RTF inh -1, OPRM1-OPRD1 ag -0.6 and Arrestin-AP2 inh 31.
O=C(CSc1nc(=O)n(CCCN2CCOCC2)c2c1CCC2)Nc1ccc(F)cc1 was read as Pemphigus Ab inh 98, Keap1-Nrf2 PPI 1, C-LANA FP 1.0, Wnt act -3, V-ATPase pH -3, cardiac RTF act -7, MOR-DOR inv ag 7, Cardiac RTF inh -3, OPRM1-OPRD1 ag -1.1 and Arrestin-AP2 inh -6.
For N#CCC(=O)Nc1ccc(C(=O)OCC(=O)N=c2sccn2Cc2ccccc2Cl)cc1 the results were Pemphigus Ab inh 89, Keap1-Nrf2 PPI -3, C-LANA FP -1.9, Wnt act -2, V-ATPase pH 1, cardiac RTF act -5, MOR-DOR inv ag 13, Cardiac RTF inh -11, OPRM1-OPRD1 ag -2.5 and Arrestin-AP2 inh -10.
For CCCc1cc(=O)[nH]c(SCC(=O)N(CC(C)C)C2CCS(=O)(=O)C2)n1 (centres undefined) the results were Keap1-Nrf2 PPI -3, C-LANA FP -0.8, Wnt act -2, V-ATPase pH -3, cardiac RTF act -3, MOR-DOR inv ag 11, Cardiac RTF inh -21, OPRM1-OPRD1 ag -1.8 and Arrestin-AP2 inh -1.
Screening CCN(CC(=O)NCc1ccc(Cl)cc1)C(=O)Cc1ccccc1[N+](=O)[O-] returned Pemphigus Ab inh 98, Keap1-Nrf2 PPI 0, C-LANA FP -1.2, Wnt act 0, V-ATPase pH 0, cardiac RTF act -4, MOR-DOR inv ag 14, Cardiac RTF inh 1, OPRM1-OPRD1 ag -2.6 and Arrestin-AP2 inh -8.
Screening O=c1ccc(N=Nc2ccccc2)ccc1O returned Pemphigus Ab inh 110, Keap1-Nrf2 PPI 5, C-LANA FP 6.0, Wnt act 0, V-ATPase pH 44*, cardiac RTF act 1, MOR-DOR inv ag -18, Cardiac RTF inh 4, OPRM1-OPRD1 ag 3.9 and Arrestin-AP2 inh 6.
CC(C)c1ccc(NC2(C#N)C(=O)Nc3ccccc32)cc1 (centres undefined) was read as Pemphigus Ab inh 118, Keap1-Nrf2 PPI 0, C-LANA FP -0.5, V-ATPase pH 5, cardiac RTF act 2, MOR-DOR inv ag 59*, Cardiac RTF inh -1, OPRM1-OPRD1 ag -10 and Arrestin-AP2 inh -6.
COc1ccccc1S(=O)(=O)Cc1ccc(C(=O)NC2CCCCCC2)o1 was read as Pemphigus Ab inh 101, Keap1-Nrf2 PPI -2, C-LANA FP -1.1, Wnt act -5, V-ATPase pH -2, cardiac RTF act 4, MOR-DOR inv ag -1, Cardiac RTF inh -7, OPRM1-OPRD1 ag 0.1 and Arrestin-AP2 inh -15.
CCOc1nc(Nc2ccc([N+](=O)[O-])cc2)nc(NC(C)(C)C)n1 was read as Pemphigus Ab inh 95, Keap1-Nrf2 PPI 5, C-LANA FP -0.3, Wnt act -6, V-ATPase pH -1, cardiac RTF act -3, MOR-DOR inv ag -9, Cardiac RTF inh -31, OPRM1-OPRD1 ag 1.5 and Arrestin-AP2 inh 2.
CCOC(=O)N1CCN(C(=O)CSC2=NS(=O)(=O)c3ccccc3N2)CC1 was read as Pemphigus Ab inh 102, Keap1-Nrf2 PPI -1, C-LANA FP -0.1, V-ATPase pH 3, cardiac RTF act -1, MOR-DOR inv ag 9, Cardiac RTF inh -12, OPRM1-OPRD1 ag -1.6 and Arrestin-AP2 inh -1.
Cc1cc(C)c2nc3sc(C(=O)N4CCOCC4)c(N)c3cc2c1 was read as Pemphigus Ab inh 92, Keap1-Nrf2 PPI 14*, C-LANA FP -1.1, Wnt act -20, V-ATPase pH 2, cardiac RTF act -1, MOR-DOR inv ag -8, Cardiac RTF inh -6, OPRM1-OPRD1 ag 1.5 and Arrestin-AP2 inh 2.
`CCN(CC)S(=O)(=O)c1ccc(C(=O)OCC(=O)NC2CCCC2)cc1` gave Pemphigus Ab inh 104, Keap1-Nrf2 PPI -1, C-LANA FP -1.9, Wnt act 0, V-ATPase pH 2, cardiac RTF act -3, MOR-DOR inv ag 6, Cardiac RTF inh -7, OPRM1-OPRD1 ag -1.4 and Arrestin-AP2 inh -16.

Random excerpt: three records from the list.
`COc1ccc(Cl)cc1C(=O)NNC(=O)c1cccnc1` gave Pemphigus Ab inh 101, Keap1-Nrf2 PPI -1, C-LANA FP -3.2, V-ATPase pH 4, cardiac RTF act 1, MOR-DOR inv ag 1, Cardiac RTF inh 2, OPRM1-OPRD1 ag -0.1 and Arrestin-AP2 inh 1.
COc1ccccc1S(=O)(=O)Cc1ccc(C(=O)NC2CCCCCC2)o1 was read as Pemphigus Ab inh 101, Keap1-Nrf2 PPI -2, C-LANA FP -1.1, Wnt act -5, V-ATPase pH -2, cardiac RTF act 4, MOR-DOR inv ag -1, Cardiac RTF inh -7, OPRM1-OPRD1 ag 0.1 and Arrestin-AP2 inh -15.
For CN(C(=O)COC(=O)c1n[nH]c(=O)c2ccccc12)c1ccccc1 the results were Keap1-Nrf2 PPI -2, C-LANA FP -3.5, Wnt act -1, V-ATPase pH 8, cardiac RTF act 7, MOR-DOR inv ag 4, Cardiac RTF inh -7, OPRM1-OPRD1 ag -1.0 and Arrestin-AP2 inh -14.
